# Assay outcomes: PubChem BioAssay, several laboratories
# GPR35 arrestin U2OS: inhibition of zaprinast-stimulated GPR35 beta-arrestin translocation – imaging, U2OS, beta-arrestin-GFP, zaprinast agonist, primary screen (AID 2058). inhibition, % at 10 µM, or IC50 in µM where a hit was titrated. hit rate 0.052% among 290,000. U2OS GPR35 beta-arrestin-GFP translocation imaging, zaprinast antagonism; higher % means a stronger effect;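 active means inhibition of at least 50% with at least 30 cells and total cytoplasm GFP at most 10,000,000; inconclusive means under 30 cells or total GFP of 10,000,000 plus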
# HIV peptide binding: inhibitors of HIV fusion peptide binding, primary screen, biochemical, uHTS, fluorescence dequenching (AID 1986); cell-free peptide binding, fluorescence dequenching, 30 min; higher % means a stronger effect; hit rate 0.3% among 290,000; inhibition, % at 20 µM; hits with a dose series show IC50 in µM; in the data active means inhibition mostly above about 52%, no sharp cut-off; inactive means mostly below about 76%; further: some results filed as inactive read as strong as hits
# RSV CPE inhibition: RSV antiviral activity via CPE protection, HEp-2 cells, primary 10 µM value included (AID 2391). HEp-2 cells, RSV-induced CPE inhibition; higher % means a stronger effect. one-dose CPE inhibition, % at 10 µM; IC50 in µM for titrated hits. hit rate 0.13% among 310,000; in the data active means a potency from the dose series; inconclusive means CPE inhibition mostly from about 23% at the one dose, without a potency; inactive means the rest, 99 in 100 with CPE inhibition below about 21%; further: strong numbers were not always called active
# Large T inhibition: SV40 large T antigen inhibitors, biochemical (AID 1903); SV40 large T antigen ATPase/helicase inhibition assay; higher % means a stronger effect; hit rate 0.39% among 310,000; one-dose inhibition, % at 20 µM; IC50 in µM for titrated hits; in the data active means a potency from the dose series; inconclusive means inhibition mostly from about 32% at the one dose, without a potency; inactive means the rest, 99 in 100 with inhibition below about 32%; further: strong numbers were not always called active
# NS5 inhibitors: Dengue-2 NS5 methyltransferase inhibitors, primary screen, biochemical, confirmation dose response (AID 588689) | inhibition, % at 25 µM; hits with a dose series show IC50 in µM | Dengue-2 NS5 methyltransferase capping enzyme assay, biochemical; higher % means a stronger effect | hit rate 0.3% among 340,000; in the data active means a potency from the dose series; inconclusive means inhibition above about 29% without an active follow-up result
# MgcRacGAP inhibition: MgcRacGAP GTPase-activating activity inhibitors, confirmation, biochemical, ADP Hunter fluorescence. MgcRacGAP-stimulated Rac1 GTP hydrolysis, ADP Hunter fluorescence; higher % means a stronger effect; GST-tagged Rac1 F28L mutant substrate. one-dose inhibition, % at 30 µM; IC50 in µM for titrated hits. hit rate 0.6% among 340,000. AID 624330;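 active means first-screen hits whose inhibition reached a set limit at any dose in the follow-up dose series; inconclusive means inhibition above the set first-screen limit but never retested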;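 further: fluorescence reports GDP produced by GAP-driven GTP hydrolysis; strong numbers were not always called active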
# GPR55 LPI antagonism: GPR55 antagonists blocking LPI-driven arrestin recruitment, primary screen, imaging, U2OS, beta-arrestin-GFP, LPI agonist (AID 2013) | U2OS GPR55 beta-arrestin-GFP translocation imaging, LPI antagonism; higher % means a stronger effect | inhibition, % at 10 µM, or IC50 in µM where a hit was titrated | hit rate 0.13% among 290,000;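 active means spots per cell inhibited over 60%, with over 100 cells counted and total cytoplasm intensity under 500,000; inconclusive means wells with under 100 cells, flagged as likely toxic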;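 further: U2OS cells stably carrying GPR55 and arrestin-GFP stimulated by 5 µM LPI near EC80; imaged beta-arrestin-GFP aggregate spots per cell after agonist stimulation; plate controls were LPI-stimulated DMSO wells for no effect and DMSO wells without LPI for full effect; some results filed as inactive read as strong as hits; confirmed hits need IC50 under 10 µM and bright autofluorescent wells are also inconclusive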
# Salmonella PhoP GFP: inhibitors of PhoP regulon expression, primary screen, Salmonella Typhimurium, GFP reporter (AID 1863); S. Typhimurium PhoP-regulated promoter GFP reporter, 4 h; higher % means a stronger effect; inhibition, % at 50 µM; hits with a dose series show IC50 in µM; hit rate 0.16% among 300,000;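 active means inhibition over 29.93%, a cutoff 3 SD above the screen mean, later confirmed by dose response; inconclusive means inhibition over 29.93% but no dose response follow-up; inactive means inhibition at most 29.93% or unconfirmed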;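 further: 0% = low Mg2+ inducing control and 100% = high Mg2+ repressing control; strong numbers were not always called active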
# UTI89 phage lysis: inhibition of K1F phage lysis, E. coli UTI89, bacterial capsule biogenesis inhibitors, alamar blue (AID 488966); hit rate 0.02% among 340,000; one-dose inhibition, % at 100 µM; IC50 in µM for titrated hits; E. coli UTI89 K1F phage lysis, alamar blue, 2 h; higher % means a stronger effect;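 active means phage lysis inhibition, versus mean bacterial control, above a set limit; inconclusive means no clear call, values can overlap the other calls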;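 further: capsule biogenesis inhibitors block K1F phage lysis so surviving cells raise fluorescence; higher fluorescence means more inhibition of phage lysis; actives were called in the ten point dose series up to 300 µM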
# NS5 inhibitors pilot replicate: second read-out of NS5 inhibitors, no call of its own (marks repeat the call); inhibition, %; measured here: pilot screen replicate inhibition
# * hit, by the source's call; ? = inconclusive; / = not tested or not shown; [ ] = dose if it differs, or a comment.
SMILES,GPR35 arrestin U2OS,HIV peptide binding,RSV CPE inhibition,Large T inhibition,NS5 inhibitors,MgcRacGAP inhibition,GPR55 LPI antagonism,Salmonella PhoP GFP,UTI89 phage lysis,others
CCCCOc1ccc(-c2ncc(C(=O)O)c(C)n2)cc1,-16%,0.5%,1.1%,17%,/,10%,0%,-14%,0.1%,
Oc1ccc(Cl)cc1C(C#Cc1ccccc1)N1CCOCC1 (configuration not stated),-4%,-0.8%,4.4%,8%,-1%,10%,56%,-5%,-0.1%,
Cc1ccc(NS(=O)(=O)c2cccc(C(=O)N/N=C/c3ccc4c(c3)OCCO4)c2)c(C)c1,2%,-0.9%,3.9%,12%,-4%,0%,10%,1%,2.0%,
Cc1cccc(N2CCN(C(c3cccs3)c3nnnn3C(C)(C)C)CC2)c1C (configuration not stated),-3%,-1.1%,13%,-1%,-1%,6%,10%,3%,0.7%,
C/C(CC(=O)Nc1ccc(Cl)cc1Cl)=N\NC(=O)c1cnccn1,-3%,-0.3%,/,12%,-2%,1%,5%,-6%,-0.4%,
CSc1ccccc1C(=O)Nc1ccc2c(c1)OCCO2,-5%,-1.2%,0.5%,5%,0%,8%,-10%,2%,-0.1%,
COC(=O)c1ccc(C(=O)OC)c(NC(=O)CN(C)Cc2ccc(Cl)c(Cl)c2)c1,-4%,5.8%,11%,12%,0%,3%,14%,-1%,3.5%,
O=[N+]([O-])c1ccccc1S(=O)(=O)N(CC1CO1)c1ccccc1 (configuration not stated),-7%,1.2%,-0.2%,-8%,-1%,5%,-1%,2%,-0.9%,
COc1ccc(C(=O)N2CCN(Cc3ccccc3[N+](=O)[O-])CC2)cc1,4%,1.8%,0.0%,2%,-3%,24%,8%,1%,-2.3%,
CC(=O)c1ccc(S(=O)(=O)N2CCN(C(=O)CSc3ccc(F)cc3)CC2)cc1,1%,-1.6%,0.3%,-1%,4%,4%,-13%,3%,0.1%,
CCn1c(Cc2ccc(OC)cc2)nnc1SCC(=O)NC1CCCCC1,12%,0.4%,3.0%,2%,-1%,1%,-2%,-7%,0.5%,
CCNc1ccc(C(=O)OCC(=O)NC(=O)NCC(C)C)cc1[N+](=O)[O-],20%,-0.5%,2.4%,11%,-10%,2%,8%,4%,0.1%,
CCC(C)C(NS(=O)(=O)c1ccc(C)cc1)C(=O)O (configuration not stated),10%,1.3%,-0.2%,2%,/,6%,3%,-6%,-0.1%,
CC1CCN(S(=O)(=O)c2cccc(C(=O)N(C)C3(C)CCS(=O)(=O)C3)c2)CC1 (configuration not stated),-24%,-0.4%,0.4%,6%,3%,-3%,-16%,1%,0.0%,
COc1cc(C2c3[nH]c4ccccc4c3C[C@H]3C(=O)N(CCO)CC(=O)N23)cc(OC)c1OC (some centres not stated),-11%,-2.0%,1.3%,6%,-1%,8%,2%,0%,0.1%,
Cc1ccc(F)cc1NC(=O)Nc1cc(C(C)(C)C)nn1C,1%,-1.4%,/,4%,-7%,9%,14%,-13%,0.6%,
O=C(NCc1ccccn1)Nc1ccc(Cl)cc1Cl,4%,0.9%,3.4%,5%,-3%,6%,2%,-2%,1.8%[50 µM],
O=C(CCC(=O)Nc1ccc(F)cc1)N/N=C/c1cccc(Br)c1,3%,1.2%,4.8%,11%,-5%,7%,17%,0%,0.1%,
CC(=O)N1c2ccc(S(=O)(=O)N3CCC(C(=O)N4CCN(c5ccc(Cl)cc5)CC4)CC3)cc2CC1C (configuration not stated),8%,0.4%,-0.3%,/,0%,7%,2%,-2%,0.5%,
CCc1nnc(NC(=O)CSc2nncc(=O)n2N)s1,0%,-1.2%,0.5%,9%,-3%,3%,9%,-7%,-0.3%[50 µM],
CCOc1ccccc1NC(=O)c1ccc(S(=O)(=O)N(C)c2ccccc2)cc1,/,/,6.7%,/,4%,-3%,/,/,-0.1%,
NC1=C(O)C(=O)C(c2ccccc2)O1 (configuration not stated),5%,-1.0%,1.7%,9%,-2%,/,7%,-12%,0.3%,
Cc1ccc(OCc2cc(C(=O)N(C)CCc3ccccn3)no2)cn1,16%,1.3%,9.8%,15%,-5%,-19%,5%,-4%,0.1%,
COc1ccc(CCC(=O)Nc2ccc(C)c(S(=O)(=O)N(C)C)c2)cc1OC,6%,-0.7%,2.1%,6%,-2%,7%,-1%,0%,2.4%,
Brc1ccc(-c2csc(N3CCCCCC3)n2)cc1,-4%,1.2%,21%,4%,-5%,13%,-10%,-7%,-0.7%,
# Further results follow:
SMILES,GPR35 arrestin U2OS,HIV peptide binding,RSV CPE inhibition,Large T inhibition,NS5 inhibitors,MgcRacGAP inhibition,GPR55 LPI antagonism,Salmonella PhoP GFP,UTI89 phage lysis,others
Nc1nnc(SCc2ccccc2)n1-c1ccccc1,14%,-1.2%,2.3%,11%,-1%,5%,10%,5%,0.6%,
CC(OC(=O)c1ccc2c(=O)n3c(nc2c1)CCCCC3)C(=O)Nc1ncc(Cl)cc1Cl (configuration not stated),-4%,-0.4%,-0.3%,15%,-8%,2%,13%,-1%,3.7%,
O=C(Nc1ccc2c(c1)OCCO2)c1ccc2nccnc2c1,-2%,3.1%,0.4%,/,-2%,2%,2%,/,2.8%,
Cc1oc(S(=O)(=O)N2CCOCC2)cc1C(=O)Nc1ccc(Cl)cc1,-3%,-1.6%,3.3%,2%,0%,-2%,76%,4%,-0.5%,
CCOC(=O)c1c(C)sc(Sc2ccc(Cl)cc2[N+](=O)[O-])c1OC,-9%,-0.3%,12%,4%,2%,4%,-2%,0%,0.3%,
O=C(NCC1CCCO1)Nc1ccccc1 (configuration not stated),-10%,-0.5%,2.0%,2%,-13%,5%,12%,0%,-0.5%,
O=C(Nc1nnc(SCc2ccc(F)cc2)s1)c1cnccn1,-5%,0.7%,-3.1%,6%,-5%,-17%,17%,2%,-1.6%,
c1ccc(NCc2cccc3ccccc23)nc1,-4%,-0.4%,0.8%,2%,1%,7%,2%,-4%,0.4%,NS5 inhibitors pilot replicate=-2.7
NS(=O)(=O)c1ccc(NC(=O)COC(=O)C2CCCCC2)cc1,-7%,1.1%,0.8%,13%,-8%,-2%,12%,-2%,0.1%,
O=c1[nH]cnc2cc(Cl)ccc12,2%,-1.5%,0.9%,14%,1%,6%,15%,2%,-1.7%,
CC1(C)CC(=O)C=C(Nc2cccc(Cl)c2Cl)C1,/,/,2.8%,12%,-5%,16%,/,/,1.9%,
CSc1ccccc1C(=O)Nc1nccs1,4%,-1.8%,1.9%,5%,-3%,-3%,-8%,-5%,2.5%,
O=C(Nc1cccc2cccnc12)c1ccccc1Br,/,/,/,10%,-2%,4%,/,/,0.5%,
O=C(CN1CCc2ccccc2C1)Nc1ccccc1C(=O)NC1CC1,/,/,0.4%,/,-4%,1%,/,/,0.6%[50 µM],
CCOC(=O)c1cnc2ncnn2c1N,0%,0.4%,1.8%,2%,5%,4%,4%,0%,-0.7%,
S=c1[nH]nc(-c2ccccc2)n1/N=C/C=C/c1ccco1,-17%,51%,1.7%,?,30%,31%,8%,7%,1.3%,
O=C(CCc1ccncc1)N1CCCC(Nc2ccc(F)c(F)c2)C1 (configuration not stated),-6%,0.8%,-2.3%,/,-4%,11%,2%,0%,0.3%,
Cn1nnc2cc(C(=O)NCc3ccco3)ccc21,-4%,2.8%,1.1%,5%,1%,11%,-2%,-1%,-1.3%,
COc1ccc(CC(=O)Nc2ccccc2-c2ccccc2)cc1OC,4%,-2.2%,7.3%,0%,-4%,1%,12%,-4%,-0.3%,
COc1cccc(OCc2cc(C(=O)NCC3CCCCC3)no2)c1,-3%,-1.6%,2.3%,9%,-7%,-20%,8%,-8%,0.1%,
CCOC(=O)CN1C(=O)N[C@@H](c2cccc(F)c2)C(C(=O)OC)=C1C,/,/,9.3%,18%,-6%,10%,/,13%,-0.2%,

# Entries above that contain a COOH group (two):
SMILES,GPR35 arrestin U2OS,HIV peptide binding,RSV CPE inhibition,Large T inhibition,NS5 inhibitors,MgcRacGAP inhibition,GPR55 LPI antagonism,Salmonella PhoP GFP,UTI89 phage lysis,others
CCCCOc1ccc(-c2ncc(C(=O)O)c(C)n2)cc1,-16%,0.5%,1.1%,17%,/,10%,0%,-14%,0.1%,
CCC(C)C(NS(=O)(=O)c1ccc(C)cc1)C(=O)O (configuration not stated),10%,1.3%,-0.2%,2%,/,6%,3%,-6%,-0.1%,

# Reprinted at random: four entries already listed.
SMILES,GPR35 arrestin U2OS,HIV peptide binding,RSV CPE inhibition,Large T inhibition,NS5 inhibitors,MgcRacGAP inhibition,GPR55 LPI antagonism,Salmonella PhoP GFP,UTI89 phage lysis,others
CCOC(=O)c1c(C)sc(Sc2ccc(Cl)cc2[N+](=O)[O-])c1OC,-9%,-0.3%,12%,4%,2%,4%,-2%,0%,0.3%,
CCOC(=O)CN1C(=O)N[C@@H](c2cccc(F)c2)C(C(=O)OC)=C1C,/,/,9.3%,18%,-6%,10%,/,13%,-0.2%,
Nc1nnc(SCc2ccccc2)n1-c1ccccc1,14%,-1.2%,2.3%,11%,-1%,5%,10%,5%,0.6%,
S=c1[nH]nc(-c2ccccc2)n1/N=C/C=C/c1ccco1,-17%,51%,1.7%,?,30%,31%,8%,7%,1.3%,

# The order is random; about 1.5% have a hit in one of these screens.
